Compound activity deposited in PubChem BioAssay by Fisher Drug Discovery Resource Center.
mcGAS lum: mouse cGAS inhibition by luminescence. Q8C6L5. recombinant cGAS, Kinase-Glo ATP depletion luminescence. inhibition, % at 12.5 µM. hit rate 0.15% among 160,000. AID 1259399;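 note: 0% = negative control wells and 100% = reference inhibitor with no enzyme activity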
NPYLR7 ag: activates Aedes aegypti NPYLR7 receptor; HEK293T NPYLR7/Galpha15, GCaMP6s calcium fluorescence; activation, % at 10 µM; hit rate 0.15% among 270,000; AID 1259423; in the data active = activation above about 40%;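 note: 0% = vehicle and 100% = reference agonist at the receptor; some compounds past the cut are filed as inactive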
hcGAS lum: human cGAS inhibition | Q8N884 | recombinant h-cGAS, ATP depletion, Kinase-Glo luminescence | inhibition, % at 12.5 µM | hit rate 0.081% among 290,000;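 note: 0% = vehicle reaction and 100% = reaction without DNA for no activity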
Target sequence (Q8N884 whole entry, looked up): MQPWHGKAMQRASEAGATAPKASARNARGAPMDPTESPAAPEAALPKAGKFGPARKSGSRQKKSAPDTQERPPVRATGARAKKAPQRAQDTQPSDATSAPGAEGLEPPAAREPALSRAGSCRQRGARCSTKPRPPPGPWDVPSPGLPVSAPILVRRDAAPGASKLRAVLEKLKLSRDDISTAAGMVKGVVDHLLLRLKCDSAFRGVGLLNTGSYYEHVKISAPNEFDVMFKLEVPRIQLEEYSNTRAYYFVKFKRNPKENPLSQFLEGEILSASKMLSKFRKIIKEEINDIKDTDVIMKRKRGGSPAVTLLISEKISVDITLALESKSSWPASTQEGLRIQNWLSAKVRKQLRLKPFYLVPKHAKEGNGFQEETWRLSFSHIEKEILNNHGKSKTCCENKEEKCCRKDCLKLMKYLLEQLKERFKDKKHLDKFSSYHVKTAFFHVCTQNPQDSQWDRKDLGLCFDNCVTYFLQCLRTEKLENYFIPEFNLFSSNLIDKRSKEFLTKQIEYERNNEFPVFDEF
Active calls of the source: *; . = not tested or not shown; & = joins results of further samples. Cut-off read from the data, not from the text of the source, unless noted: active = inhibition above about 40%; inactive = the rest.

SMILES	mcGAS lum	NPYLR7 ag	hcGAS lum
CCC(CC)n1nc(C)cc1NC(=O)c1ccc(C2CCCO2)s1 (stereo unspecified)	-12	1	-8
c1nc(NCC23CC4CC(CC(C4)C2)C3)c2sccc2n1	-4	6	-2
CC1NC(=S)N(c2ccc3oc(C4CC4)nc3c2)C1=O (stereo unspecified)	.	4	-6
Cc1ccc(Cl)cc1Nc1ncccc1C(=O)Nc1ccc(C(C)C)cc1	-4	-5	-5
CCC(C)NC(=O)c1c(O)nc2ccccn2c1=O (stereo unspecified)	-7	-1	-5
CCn1nc(C)c(NC(=O)CN(C)Cc2cnn(-c3cccc(C)c3)c2)c1C	-11	0	-3
CC1(C)ON=C(c2ccc3c(c2)OCO3)N(Cc2ccc(S(C)(=O)=O)cc2)C1=O	.	-2	9
O=C(CN1C(=O)c2cc(Cl)c(Cl)cc2C1=O)N1CCNC1=O	.	5	-7
COc1cc([N+](=O)[O-])cc(/C=N\NC(=O)Cn2cnc([N+](=O)[O-])n2)c1O	-3	-17	-6
C#CCOCC(O)CN(Cc1ccc(F)cc1)Cc1cccn1C (stereo unspecified)	2	2	3
Cc1ccc(-c2[nH]ncc2CNCc2cc(C)n(C)n2)cc1C	-4	1	-2
CC(=O)c1ccc(C(=O)N=c2sc3c(C)ccc(C)c3n2C)cc1	-7	2	-5
COc1ccc(-c2nc3ccc(C)cn3c2NC(=O)c2cccc(C(F)(F)F)c2)cc1	-7	-4	-8
c1ccc(-c2ccn(-c3ccccc3)n2)cc1	-1	2	-2
O=C(c1ccncc1)N1CCSc2ccc(C(F)(F)F)cc21	-3	-3	-1

Look-ups from above.
Result of c1nc(NCC23CC4CC(CC(C4)C2)C3)c2sccc2n1 in NPYLR7 ag: 6
Result of CCC(C)NC(=O)c1c(O)nc2ccccn2c1=O (stereo unspecified) in NPYLR7 ag: -1

Following part:
SMILES	mcGAS lum	NPYLR7 ag	hcGAS lum
COc1ccc(N2C(=O)CSC2c2ccc(NC(=O)CCl)cc2)c(OC)c1 (stereo unspecified)	-1	3	-1
CCC(C)N(Cc1c(-c2ccc(C)cc2)noc1N1CCCC1)C(=O)COC (stereo unspecified)	-1	6	-2
CC(C)CNc1ncnc(-c2ccccc2)c1N	.	17	-12
COc1ccc(-c2nc3nc(-c4ccccc4OC)cc(C(=O)O)c3[nH]2)cc1	-7	-1	-5
CC1(C)CC(=O)CC(O)(C(F)(F)F)O1 (stereo unspecified)	-3	.	0
CC(=O)OC12CC3C(C1C(C)=NN2C(=O)C(=O)N1N=C(C)C2C4C(CC21OC(C)=O)C4(C)C)C3(C)C (stereo unspecified)	-3	1	-2
CC(C)c1cc(C(C)C)n(C2CCN(C(=O)CCCNC(=O)OCc3ccccc3)CC2)n1	-6	-7	-3
CC(C)Oc1cc(N2CCN(C3CCCC3)C(=O)C2)nc(N)n1	.	0	1
Cc1cc(C2CCC2)nc(N(C)Cc2cnccn2)n1	.	10	-1
C=CCc1ccccc1OCCn1cnc2ccccc21	-2	3	-10
CCCn1c(C)cc(C(=O)Cn2cnc3c2c(=O)n(C)c(=O)n3C)c1C	.	0	-8
Cc1ccc(-n2c(=O)[nH]c3c(C(=O)Nc4ccccc4C)cn(C)c3c2=O)cc1	.	-2	0
COc1ccc2sc(N(Cc3ccccc3)C(=O)c3ccc([N+](=O)[O-])o3)nc2c1	-10	-3	-6
Cc1oc(C)c(S(=O)(=O)N2CCOCC2)c1C(=O)Nc1ccccc1C(F)(F)F	.	4	7
COCc1ccc(C(=O)Nc2ccccc2F)cc1	.	2	-25
CC1(C)CC2CC(C)(CN2c2nc(N)c3c(N)nc4c(c3c2C#N)CC(=O)N4Cc2cccs2)C1 (stereo unspecified)	.	18	-11
c1csc(-c2cc(CSc3ncn[nH]3)no2)c1	-2	5	-5
O=C(N[C@@H]1CCCCC1NC(=O)C1CCN(S(=O)(=O)c2ccc(Cl)cc2)CC1)c1ccccc1 (stereo partly specified)	-3	2	1
CN(C)Cc1nc(C(=O)N2CCNCC2C(=O)N2CCCC2)cs1 (stereo unspecified)	.	20	-10
Cc1nc2ccccc2nc1N1CCN(C(=O)CCc2ccccc2)CC1	-8	.	-3
CCOC(=O)C1=C(c2ccccc2)ON(C)C1c1ccccc1 (stereo unspecified)	.	2	-2
CC1CCC(C(=O)NCC2CCOC2)C2C(=O)N(c3ccccc3)C(=O)C12 (stereo unspecified)	-14	-3	-6
Cn1c(=O)cc(N2CCC[C@@H](N)C2)n(Cc2cc(F)ccc2C#N)c1=O	-7	19	-4
OC1CCOC2(CCN(Cc3ccc(Br)o3)CC2)C1 (stereo unspecified)	0	.	5
O=C(NCCC(F)(F)F)C1Cc2c(-c3cccc(F)c3)ccnc2O1 (stereo unspecified)	-6	6	-5
COc1ccc(Br)c(C(=O)Nc2cc(C(=O)NCc3cccs3)ccc2N2CC3CC(C2)c2cccc(=O)n2C3)c1 (stereo unspecified)	.	-6	-5
COc1ccc(C(=S)N2CCN(C(=S)c3ccccn3)CC2)cc1	.	4	-2
CC(C(=O)O)N1C(=O)C2CC=CCC2C1=O (stereo unspecified)	.	0	-5
COc1cccc(-c2cccc(-c3ccc(NC(=O)c4ccc(F)cc4C(F)(F)F)cc3)n2)c1	0	-13	2
Cc1ccc2oc(C(=O)N(Cc3ccccn3)C[C@@H]3CCC(=O)N3)cc2c1	.	-2	-2

Among those listed so far, these contain a furan ring, fused or not.
SMILES	mcGAS lum	NPYLR7 ag	hcGAS lum
COc1ccc2sc(N(Cc3ccccc3)C(=O)c3ccc([N+](=O)[O-])o3)nc2c1	-10	-3	-6
Cc1oc(C)c(S(=O)(=O)N2CCOCC2)c1C(=O)Nc1ccccc1C(F)(F)F	.	4	7
OC1CCOC2(CCN(Cc3ccc(Br)o3)CC2)C1 (stereo unspecified)	0	.	5
Cc1ccc2oc(C(=O)N(Cc3ccccn3)C[C@@H]3CCC(=O)N3)cc2c1	.	-2	-2

Further structures
SMILES	mcGAS lum	NPYLR7 ag	hcGAS lum
CC1(C)CC(NC(=O)N2CCCC2Cc2cccc(F)c2)CC(C)(C)N1 (stereo unspecified)	-17	3	-7
CCOc1ncccc1NS(=O)(=O)c1ccc(C(=O)OC)o1	.	0	-1
CC(=O)Nc1sc(C)c(C)c1C(=O)OCC(=O)Nc1ccc(Cl)cn1	.	10	-5
O=C(CSc1nnc(NC(=O)Cc2ccccc2)s1)Nc1nccs1	-5	-4	-10
CN1CCC2(CC1)CCN(C(=O)CCn1nnc3ccccc31)C2	.	1	-9
CCC(CO)Nc1cncc(-c2ccc(C(C)C)cc2)n1 (stereo unspecified)	-1	-5	2
CC(=O)Nc1ccc(-c2nnc3ccc(-c4ccc(C(C)C)cc4)cn23)cc1	-10	8	-6
O=C(OCc1cc(-c2ccc(Cl)cc2)on1)c1ccco1	.	-1	-5
O=C(CSc1nnc(-c2ccncc2)n1C1CC1)N1CCCCCCC1	.	-5	2
CCCn1ccc2cc(NC(=O)NCc3ccc4c(c3)OCO4)ccc21	-5	-1	-1
COc1cccc(OC(C)c2n[nH]c(Cc3ccccc3)n2)c1 (stereo unspecified)	.	26	-4
Cc1cc(C)c(-c2ccc(=O)n(CC(=O)NC3CCCCC3)n2)cc1C	.	8	-4
CN(C(=O)c1ccco1)C(c1cccc(F)c1)c1ccccn1 (stereo unspecified)	.	1	-10
COc1cccc(-c2cc(C(=O)N3CCN(Cc4ccccc4)CC3)nc3cc(-c4ccccc4)nn23)c1	-7&-6	-5&20	-6&-1
Cn1nc(C(=O)N2CCCC(CCC(=O)NCc3ccc(F)c(F)c3)C2)ccc1=O (stereo unspecified)	.	0	-12
CC(N)c1nnc2ccccn12 (stereo unspecified)	-4	1	-1
Cc1c(-c2noc(-c3ccc(N(C)C)cc3)n2)nnn1Cc1ccccc1	.	-8	2
CCCCN(CC(=O)N1CCc2sccc2C1c1ccc(Cl)cc1)S(=O)(=O)c1cccc2cccnc12 (stereo unspecified)	-3	12	1
CC(C)c1ccc(NC(=O)Cn2nc(-c3ccccc3)c3sc(N4CCOCC4)nc3c2=O)cc1	-6	-2	-6
Cc1cccc(NC(=O)C(C)N2CC(C)C2c2ccccc2)c1 (stereo unspecified)	.	-4&2	1&-5
COc1cc(-c2coc3cc(OC)c(OC)c(OC)c3c2=O)cc(OC)c1OC	0	.	2
Cc1ccnc(CC(C)N(C)C(=O)c2c[nH]c(=O)cn2)c1 (stereo unspecified)	-8	3	-2
CCOc1ccc(C(=O)N2CCC(n3c(C)nc4cc(C(F)(F)F)ccc43)CC2)cc1	1	.	-2
Cn1ccnc1C(=O)N(CCO)CCSc1ccc(Cl)cc1	.	4	-2
O=c1ccc(-c2ccccc2)nn1CCN1CCN(S(=O)(=O)c2ccccc2C(F)(F)F)CC1	-6	-5	-4
Cc1ncc(C(=O)NCCOc2ccccc2F)c(C)n1	-11	12	-4
CCCNC(=O)C1(C)CCCN(Cc2csc(-c3ccccc3)n2)C1 (stereo unspecified)	3	-8	2
Cc1ccc(S(=O)(=O)N2CCOCC2)c(C)c1N1CCc2cn[nH]c21	.	1	-5
CC(C)c1cc(C(=O)N2CCCC(CO)(CCc3ccccc3)C2)n[nH]1 (stereo unspecified)	.	-3	-5
O=S1(=O)CCN(c2cc(NS(=O)(=O)c3ccc(Br)s3)ccc2F)CC1	.	-6	-11
Cc1cc(OCCN(C)S(=O)(=O)c2c(C)noc2C)ccc1C(C)C	.	9	-8
N#Cc1cccc(CNC(=O)C2=NN(c3ccccc3)C(C(N)=O)C2)c1 (stereo unspecified)	.	0	1
O=C(Nc1ccc(Oc2ccccc2F)cc1)C1CCCCN1C(=O)c1cnccn1 (stereo unspecified)	.	14	-6
COc1ccc(C(=O)N=Nc2c(O)n(CC(=O)Nc3cccc(C)c3)c3ccccc23)cc1	-4	-6	-3
Cc1c(C(C)NC2CSCCSC2)cnn1-c1cccc(F)c1 (stereo unspecified)	.	2	-9
CN(CCC1CCOCC1)C(=O)C1CCC(=O)N(C2CCCCCC2)C1 (stereo unspecified)	-14	17	-8
CS(=O)(=O)N1C[C@H](Oc2ccccn2)[C@H]2C[C@@H]1CC[C@H]2N1CCOCC1	-9	23	-4
CCN1CCC(N(C)C(=O)CCC(=O)Nc2cccc(C#N)c2)CC1	.	7	-13
CCC(CC)C(=O)N(C)c1c(C)nc2c(OCc3cccc(Cl)c3)cccn12	-3	5	-4
c1cncc(Cn2ccnc2-c2ccc(-n3ccnc3)cc2)c1	.	4	-5
COc1cccc(OCc2nc(C(=O)NCC3CCCO3)cs2)c1 (stereo unspecified)	-6	5	-9
C=CCN(CC(=O)N1CCc2sccc2C1c1ccc(Cl)cc1Cl)C(=O)c1ccc(OC)cc1OC (stereo unspecified)	2	-11	-1
CC(=O)N1CCN(c2nc(-c3cccc(C(F)(F)F)c3)nc(C)c2Cc2ccccc2)CC1	-5	18	-10
CN(Cc1ccn(-c2ccccc2)n1)CC1CCCC1	.	-2	-7
Cc1cc(C(=O)N(CCn2cccn2)c2nc3c(Cl)cccc3s2)no1	-9	-24	-2

Single records, as listed above:
Profile of `O=C(CSc1nnc(NC(=O)Cc2ccccc2)s1)Nc1nccs1` → mcGAS lum = -5; NPYLR7 ag = -4; hcGAS lum = -10
Profile of `CCn1nc(C)c(NC(=O)CN(C)Cc2cnn(-c3cccc(C)c3)c2)c1C` → mcGAS lum = -11; NPYLR7 ag = 0; hcGAS lum = -3

Next section
SMILES	mcGAS lum	NPYLR7 ag	hcGAS lum
CCn1c(-c2ccncc2)nn(CN(C)Cc2cccc(Cl)c2Cl)c1=S	-4	5	-3
Cn1c(=NC(=O)CNC(=O)OC(C)(C)C)sc2ccccc21	.	-4	-10
Cn1cc(C(=O)N2CCC(C(N)=O)CC2)c2[nH]c(=O)n(-c3ccc(Cl)cc3)c(=O)c21	.	1	-7
CCOc1ccc(C(=O)N2CSCC2C(=O)NCc2nc(C)no2)cc1 (stereo unspecified)	.	-4	-10
Nc1cc(-c2cccc(C(F)(F)F)c2)nn1-c1ccc(C(=O)Nc2ccccc2Nc2ccccc2)cc1	.	-9	-6
CCOC(=O)CSc1nnc(CSc2cc(C)nc(N3CCCC3)n2)o1	.	16	-6
O=C1C(=Cc2ccc(-c3ccccc3)cc2)SC(=S)N1CCN1CCOCC1	.	14	-5
CN1CCC2(CC1)CCN(S(=O)(=O)c1c(F)cccc1F)C2	-13	.	-10
Nc1nc(SCC(=O)NCc2ccc(F)cc2)[nH]c(=O)c1NC(=O)c1ccc(Cl)cc1	-7	-8	4
CN(Cc1ccc(F)cc1)C(=O)CNc1cc(Cl)ccc1C(N)=O	-7	9	-3
CC(C)(C)NC(=O)N1CCC(C(NC(=O)C2CCCC2)C(=O)NCc2ccccc2)CC1 (stereo unspecified)	-4	4	-3
COc1ccc(C(=O)N2CCCC(OCc3ccc(Br)cc3)C2)cc1 (stereo unspecified)	-7	-10	-8
O=c1cc(CN2CCOCC2)[nH]c(=O)[nH]1	.	13	-3
COc1ccc2[nH]c3c(c2c1)CCN(C(=O)CC(C)CC(C)(C)C)C3COCc1ccccc1 (stereo unspecified)	-6	6	-12
COc1cc(/C=C(\C#N)c2[nH]nc(N)c2C#N)ccc1O	.	-7	-5
Cc1ccccc1CN1CCN(C(=O)c2cn(C(C)C)cc3c(=O)n(-c4ccccc4)nc2-3)CC1	-2	-4	1
Cc1ccoc1C(=O)N(C)Cc1snnc1C	.	-1	-2
CC(C)c1nn(CC(=O)N2CCc3ccccc32)c(=O)c2c1cnn2-c1ccccc1	.	-3	3
NC(Cc1ccc(F)cc1)c1csc(Nc2cc(Oc3ccccc3)ncn2)n1 (stereo unspecified)	-3	-5	-3
Cc1ccccc1CN1CCC(CN(Cc2cccnc2)C(=O)c2scnc2C)CC1	.	0	-8
CC(C)(C)CC(C)(C)c1ccc(OCC(=O)Nc2nccs2)cc1	-2	-1	0
CC(NC(=O)CN1C(=O)NC2(CCc3ccccc32)C1=O)C1CC1 (stereo unspecified)	-6	11	-16
